# Yfh1-off respiration: enhancers of respiration in Yfh1-depleted yeast, dose response, Friedreich's ataxia, plus single-dose screen (AID 1465). S. cerevisiae Yfh1-off respiration, WST-1 reduction, 72 h; higher fold induction means a stronger effect. fold induction at 50 µM, or EC50 in µM where a hit was titrated. 220,000 tested, 0.074% active;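 active = fold induction of absorbance versus untreated yeast above a set limit, then at least 30% activation at any dose in follow-up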;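 note: activators that raise dye reduction in frataxin-depleted yeast; strong numbers were not always called active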
# KOR beta-arrestin-1: KOR antagonists, beta-arrestin recruitment, cell-based, luminescence, uHTS (AID 1778); KOR beta-arrestin recruitment, luminescence, antagonist mode; higher % means a stronger effect; inhibition, % at 10 µM, or IC50 in µM where a hit was titrated; 290,000 tested, 0.091% active; note: strong numbers were not always called active
# NTR1 agonist: NTR1-driven beta-arrestin-GFP spot formation – imaging, U2OS cells, high content, primary screen (AID 493036). P30989. agonist mode. activation, % at 20 µM. 330,000 tested, 0.17% active;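 active = activation at or above 40% of the spot to cytoplasm intensity ratio, with at least 20 cells analyzed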;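 note: 0% = DMSO without peptide and 100% = 100 nM NTR1 peptide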
# Target sequence (P30989 whole entry, looked up): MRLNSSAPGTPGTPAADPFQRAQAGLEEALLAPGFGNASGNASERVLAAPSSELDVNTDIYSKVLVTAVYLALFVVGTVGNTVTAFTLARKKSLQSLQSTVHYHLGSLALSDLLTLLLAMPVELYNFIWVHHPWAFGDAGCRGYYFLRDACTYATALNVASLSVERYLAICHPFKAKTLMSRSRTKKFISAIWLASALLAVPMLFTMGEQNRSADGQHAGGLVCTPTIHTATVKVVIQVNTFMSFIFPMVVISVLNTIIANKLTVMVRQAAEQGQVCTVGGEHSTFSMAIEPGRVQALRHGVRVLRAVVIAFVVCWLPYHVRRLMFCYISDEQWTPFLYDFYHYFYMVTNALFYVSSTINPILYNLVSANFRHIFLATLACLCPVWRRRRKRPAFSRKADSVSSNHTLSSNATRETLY
# TNAP activators: human TNAP enzyme activators, primary screen, biochemical, luminescent, no phosphate acceptor, uHTS (AID 1001). purified TNAP, luminescent activation assay, no phosphate acceptor; higher activation fold means a stronger effect. one-dose activation fold at 20 µM; EC50 in µM for titrated hits. 200,000 tested, 0.03% active; in the data active = activation fold from about 3, or a potency from the dose series; inactive = the rest, 99 in 100 with activation fold below about 1.6; note: many of its hits are not listed in these tables
# NOD2 inhibition: inhibition of NOD2-driven NF-kB reporter – cell-based, luminescence, uHTS, HEK293 (AID 1566). HEK293 NOD2/NF-kB luciferase reporter, luminescence; higher % means a stronger effect. inhibition, % at 4 µM, or EC50 in µM where a hit was titrated. 290,000 tested, 0.63% active; note: many of its hits are not listed in these tables
# NOD1 inhibition: NOD1 signaling inhibitors, primary screen, cell-based, luminescence, uHTS (AID 1578) | NOD1-driven NF-kB luciferase reporter cells, luminescence; higher % means a stronger effect | inhibition, % at 4 µM, or EC50 in µM where a hit was titrated | 290,000 tested, 1% active; in the data active = inhibition mostly above about 36%, no sharp cut-off; inactive = mostly below about 34%;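 note: HEK-293T reporter cells stimulated with the NOD1 agonist gamma-tri-DAP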
# KOR beta-arrestin-2: KOR agonists, beta-arrestin recruitment, primary screen, cell-based, luminescence, uHTS (AID 1777); KOR beta-arrestin recruitment, luminescence; higher % means a stronger effect; activation, % at 10 µM, or EC50 in µM where a hit was titrated; 280,000 tested, 0.02% active; in the data active = activation above about 50%, passing the limit was not always enough; note: a part of the inactive calls stands beside numbers as strong as those of hits
# GPR55 beta-arrestin: GPR55 agonists via beta-arrestin recruitment, primary screen, imaging, U2OS cells, beta-arrestin-GFP redistribution (AID 1961) | U2OS GPR55 beta-arrestin-GFP redistribution imaging; higher % means a stronger effect | activation, % at 10 µM; hits with a dose series show EC50 in µM | 290,000 tested, 0.048% active;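 active = activation above 40% with more than 50 cells counted in the well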;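 note: U2OS osteosarcoma cells stably expressing GPR55 and beta-arrestin-GFP; plate controls were DMSO negative control for no effect and LPI positive control for full effect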
# CSM14.1 death rescue: rescue of cells from ER stress-induced death, primary screen, 384-well, CSM14.1, thapsigargin, ATP luminescence (AID 1222); CSM14.1 thapsigargin-induced death rescue, ATP luminescence; higher % means a stronger effect; cellular ATP content (survival), % at 20 µM, or EC50 in µM where a hit was titrated; 190,000 tested, under 10 active;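 active = EC50 below 50 µM in the dose-response confirmation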;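 note: death triggered by thapsigargin at about 15 µM added after 2 h compound pretreatment; cell ATP read after overnight thapsigargin exposure of roughly 18 to 22 hours; normalized against plate controls of thapsigargin alone and 5% DMSO vehicle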
# NTR1 agonist cell count 20 µM: also measured in NTR1 agonist; calls as there; cell count; measured here: cell count, cytotoxicity flag
# * marks the source's active call; other numbers are inactive results; i = inactive; nt = not tested or not shown; [ ] = dose if it differs, or a comment. Cut-off read from the data, not from the text of the source, unless noted: active = inhibition above about 50%; inactive = the rest.
nr | molecule | NTR1 agonist cell count 20 µM | GPR55 beta-arrestin | TNAP activators | NOD1 inhibition | NOD2 inhibition | KOR beta-arrestin-2 | NTR1 agonist | CSM14.1 death rescue | Yfh1-off respiration | KOR beta-arrestin-1
1 | COC(=O)c1c(NC(=O)C2CC2)sc2c1CCCC2 | 63 | -0.3% | 1 | -14.8% | 8.9% | -3.9% | 3.0 | -2.0% | i | 7.0%
2 | O=C1c2ccccc2-c2cccc(C(=O)N3CCCCCC3)c21 | 72 | -0.1% | 1 | -16.0% | -3.5% | -2.9% | 1.1 | 1.1% | i | 14.0%
3 | CCOc1ccc(-n2c(=O)c3sccc3n(CC(=O)Nc3cccc(OC)c3)c2=O)cc1 | 48 | 0.6% | 1.1 | -28.4% | 11.4% | -6.8% | 1.3 | -0.9% | i | 22.0%
4 | Cc1cccc(OCCCC(=O)Nc2ccc(S(N)(=O)=O)cc2)c1C | 69 | 0.6% | 1.1 | -18.3% | 10.7% | -1.4% | 0.9 | -1.3% | i | 4.3%
5 | Cc1onc(-c2ccccc2)c1C(=O)/C=C/N(C)C | 62 | 0.6% | nt | -2.9% | -12.5% | 2.8% | 0.6 | nt | i | 30.3%
6 | Cc1[nH]c2ccccc2c1/C=N/NC(=O)c1cccc([N+](=O)[O-])c1 | 61 | 0.0% | 1.1 | -29.4% | 12.7% | -3.7% | 0.9 | 0.8% | nt | -6.2%
7 | CC(=O)Nc1ccc(S(=O)(=O)N2CCN(S(=O)(=O)N3CCOCC3)CC2)cc1 | 51 | nt | nt | -10.5% | 25.1% | 4.2% | 0.0 | nt | nt | -32.7%
8 | CN(C)CCNC(=S)Nc1ccc(Cl)cc1Cl | 88 | 0.1% | 1 | -37.2% | -2.6% | 0.8% | -0.7 | -3.0% | i | -7.4%
9 | CC(/C=N\NC(=O)c1ccc2c(c1)OCO2)c1ccccc1 (configuration not stated) | 59 | 0.0% | nt | -35.3% | 10.4% | -3.3% | 1.0 | nt | nt | -4.5%
10 | CCCCNC(=O)C(c1ccc(OCC(=O)OC)c(C(=O)OC)c1)N(CCOC)C(=O)CCCCCN1C(=O)NC(c2ccc(-c3ccccc3)cc2)C(C(=O)OCc2ccccc2)=C1C (configuration not stated) | 51 | -0.1% | nt | -4.2% | 10.7% | nt | 19.1 | nt | i | -7.2%
11 | Cc1ccccc1NS(=O)(=O)c1ccc2[nH]c(=O)[nH]c2c1 | 69 | 0.1% | 0.9 | -30.7% | 20.3% | nt | 0.0 | -1.3% | i | -13.8%[20 µM]
12 | COc1ccc(S(=O)(=O)Nc2cccnc2)cc1 | 58 | -0.1% | nt | -1.9% | -4.8% | nt | 1.2 | nt | i | 9.8%
13 | CCc1nnc(NC(=O)NCN2C(=O)C3C4C=CC(C4)C3C2=O)s1 (configuration not stated) | 52 | 0.6% | 1 | -11.4% | 8.3% | -2.0% | 0.6 | -2.5% | i | -15.8%
14 | CCOC(=O)/C(=C\c1cn(C)c2ccccc12)[N+](=O)[O-] | 71 | -0.3% | 0.8 | 30.4% | -17.2% | -4.4% | 5.5 | 2.1% | i | 18.3%
15 | CCn1cc(C(=O)NCCCN2CC(C)CC(C)C2)c2cc(OC)c(OC)cc2c1=O (configuration not stated) | 88 | -0.2% | 1.1 | -12.9% | 12.6% | -1.5% | -1.8 | nt | i | 22.0%
16 | Cc1ccc(/C=N/NC(=O)c2nnn(-c3nonc3N)c2CN(C)C)s1 | 51 | -0.1% | nt | 14.0% | 14.0% | 0.7% | 0.1 | nt | nt | -14.8%
17 | COc1c2ccc(C(=O)NCCCCc3ccccc3)cc2nn1C | 81 | 0.3% | 1.1 | 25.5% | 13.4% | 1.4% | -0.5 | -0.3% | i | 25.1%
18 | N#CC1=C(N)OC2=C(C(=O)CCC2)C1c1cc2c(cc1Br)OCO2 (configuration not stated) | 59 | 0.5% | nt | -20.4% | 8.1% | -0.4% | 0.7 | nt | nt | -34.1%[20 µM]
19 | O=C(Nc1ccc2c(c1)OCCO2)C1CCCN1S(=O)(=O)c1cccc2cccnc12 (configuration not stated) | 55 | -0.1% | 1.1 | -21.3% | -4.4% | -1.8% | -0.5 | nt | i | -30.1%
20 | Cc1cccc2c(C(=O)O)c3c(nc12)CCCCC3 | 68 | 0.1% | 1.1 | -22.2% | -3.5% | 0.1% | -0.5 | 3.3% | i | 6.5%
21 | CCOc1c2ccc(C(=O)NCc3cc(C(F)(F)F)cc(C(F)(F)F)c3)cc2nn1C | 100 | 0.3% | 1.1 | 12.6% | 8.1% | -0.8% | 0.7 | -0.8% | i | 32.5%
22 | COC(=O)C1=C(C)Nc2nnnn2C1c1ccco1 (configuration not stated) | 44 | -0.2% | 1.1 | -4.2% | 1.9% | -3.2% | 1.0 | nt | i | 11.8%
23 | O=C(Nc1ccc(Cl)cc1)c1ccc2c(=O)n3c(nc2c1)CCCCC3 | 47 | -0.3% | nt | -2.8% | 2.9% | -2.0% | 4.7 | nt | nt | -6.6%[20 µM]
24 | CCC(Sc1ncccc1C(=O)OC(C)C)C(=O)N1CCOCC1 (configuration not stated) | 63 | -0.2% | 1.1 | 13.1% | 22.4% | -1.2% | -2.2 | 0.8% | i | 4.4%
25 | CCC(OC(=O)CNS(=O)(=O)c1ccccc1)C(=O)c1ccccc1 (configuration not stated) | 41 | -0.1% | nt | -24.5% | 10.7% | -3.9% | 2.3 | nt | nt | 2.3%
26 | CCCOc1ccc(-c2c(C(=O)N/N=C/c3cccnc3)nnn2-c2nonc2N)cc1 | 59 | -0.2% | nt | -29.1% | -3.4% | -7.9% | 0.8 | nt | nt | -8.0%
27 | O=C(CCC(=O)N1CCSc2ccccc21)Nc1cccc(F)c1 | 48 | 0.0% | nt | 9.3% | 2.1% | -10.9% | -0.4 | nt | nt | 0.4%[20 µM]
28 | COc1ccccc1OCCn1cc(C(=O)C(C)C)c2ccccc21 | 42 | -0.1% | nt | 7.0% | 16.6% | -3.9% | 3.7 | nt | nt | -3.4%[20 µM]
29 | Cc1cccc(C)c1NC(=O)CSc1nnc(C2CCCCC2)o1 | 59 | 1.0% | nt | -18.7% | 4.9% | -5.2% | -0.2 | nt | nt | 5.3%
30 | COCc1cc(C)n(CC(=O)Nc2c(C)cccc2C)c(=O)c1C#N | 100 | 0.2% | 1.1 | -9.8% | 14.9% | -5.3% | -1.0 | -0.3% | i | 19.0%[20 µM]
31 | Cc1ccc(S(=O)(=O)N(CC(=O)Nc2cccnc2)c2cccc(Br)c2)cc1 | 68 | -0.2% | nt | 2.8% | -2.1% | -1.0% | 1.5 | nt | nt | 28.2%
32 | CCCCCCN(C(=O)CCCCCN1C(=O)NC(c2ccc(-c3ccccc3)cc2)C(C(=O)OCc2ccccc2)=C1C)C(C(=O)NCCCC)c1ccc(OCC(=O)OC)c(C(=O)OC)c1 (configuration not stated) | 77 | -0.1% | nt | -1.6% | -10.1% | -2.5% | 0.9 | nt | i | 16.9%
33 | CCc1c(C(=O)Nc2cc(C)cc(C)c2)[nH]c(C)c1C(C)=O | 87 | 0.5% | 1.2 | -36.5% | -1.2% | -4.2% | 0.1 | -1.1% | i | 16.2%
34 | CCn1nnnc1NCc1ccc(Cl)cc1 | 50 | -0.1% | nt | 6.1% | 11.9% | -2.6% | 0.8 | nt | nt | 1.0%[20 µM]
35 | CC(C)(C)c1ccc(C(=O)NNC(=S)NCc2ccco2)cc1 | 53 | 0.2% | nt | -10.3% | 0.7% | -1.5% | 0.9 | nt | i | 23.6%
36 | COc1ccc(NC(=O)c2cc([N+](=O)[O-])nn2Cc2ccccc2)c(C)c1 | 60 | -0.2% | 1 | 21.9% | -7.1% | 0.8% | 0.8 | -1.5% | i | 25.2%
37 | COC(=O)c1ccccc1NC(=S)NC(=O)c1cccc2ccccc12 | 67 | -0.1% | 1 | -6.9% | 4.6% | 4.4% | 2.1 | -0.6% | i | -11.4%
38 | CCC(C(=O)NC1CCCC1)N(C(=O)Cn1nnc(-c2ccc(C)o2)n1)c1cnc2ccccc2c1 (configuration not stated) | 64 | 0.1% | 1.1 | -8.9% | 9.2% | nt | -1.6 | 0.8% | i | -9.6%
39 | C=CCn1c(SCc2c(C(=O)OC)sc(N)c2C(=O)OC)nnc1-c1ccc(Br)cc1 | 62 | -0.1% | 1.2 | 8.8% | 8.6% | -3.2% | 6.6 | 2.0% | i | -3.5%
40 | O=C(Cc1cn(Cc2cccc(Cl)c2)c2ccccc12)N1CCCCCC1 | 44 | 0.1% | 1.2 | 5.0% | -2.2% | 5.7% | 23.8 | -2.8% | i | -0.1%
41 | Cc1cccc(/C(N)=N/OC(=O)CCc2ccccc2)c1 | 64 | -0.2% | 1 | -41.0% | -18.9% | -1.0% | 2.1 | -1.0% | i | 1.8%
42 | CCOC(=O)C1=NN(C(=O)COc2ccccc2)C(O)(c2ccc(Cl)cc2)C1 (configuration not stated) | 49 | 0.3% | 0.5 | -26.3% | 3.7% | nt | 1.8 | -1.1% | i | -42.7%[20 µM]
43 | Cc1cccc(-c2nnc(SC(C)C(=O)N3CCOCC3)o2)c1 (configuration not stated) | 78 | 0.4% | nt | -4.6% | 0.5% | 1.9% | -0.9 | nt | nt | -13.7%
44 | Cc1cc(-c2nnc(CCC(=O)NCCc3ccccc3F)o2)no1 | 78 | -0.1% | nt | -70.8% | 5.1% | 1.9% | 1.3 | nt | nt | 5.5%
45 | COc1ccc(-c2csc(NC(=O)c3ccccc3C(=O)O)n2)cc1 | 69 | 0.1% | 1.1 | -17.1% | 6.7% | -0.9% | -0.2 | 1.8% | i | -3.8%
46 | O=C(Nc1ccc2c(c1)OCCO2)C(=O)c1c[nH]c2ccccc12 | 74 | -0.1% | nt | -20.8% | -44.4% | 5.2% | -0.7 | nt | nt | -119.6%
47 | CCOC(=O)/C(C#N)=N\Nc1cc(Cl)ccc1OC | 59 | 0.3% | nt | 4.1% | 5.2% | 4.6% | 2.6 | nt | i | 18.1%
48 | O=C(CN1C(=O)C2CC=CCC2C1=O)OCc1cc(=O)n2cc(Br)ccc2n1 (configuration not stated) | 48 | 1.0% | 1.1 | -9.5% | 0.5% | -4.9% | 0.9 | -0.8% | i | 2.0%
49 | Cc1ccc(CN2CCN(Cc3nc4c(s3)CCCC4)CC2CCO)cc1 (configuration not stated) | 53 | -0.1% | 1.1 | -16.4% | 28.2% | 0.6% | 2.7 | -1.6% | i | -26.9%
50 | Cc1onc(-c2ccccc2)c1C(=O)N(C)CCc1ccccn1 | 58 | -0.2% | nt | -22.7% | -0.2% | 9.6% | 1.0 | nt | nt | -0.4%
51 | O=C1/C(=C/c2cccnc2)Oc2cc(OS(=O)(=O)c3ccc(F)cc3)ccc21 | 70 | -0.1% | 1 | 8.6% | 17.3% | 1.5% | 30.6 | -0.4% | i | -41.1%
52 | CCOC(=O)CC(=O)CSc1ccc2nnc(-c3cccc(F)c3)n2n1 | 51 | -0.1% | 1.2 | 0.2% | 3.4% | 2.6% | 2.6 | 0.4% | i | 13.3%
53 | O=S(=O)(NCC1CCCO1)c1ccc(NS(=O)(=O)c2ccc(F)cc2)cc1 (configuration not stated) | 52 | -0.2% | nt | -7.4% | 24.9% | -4.9% | -2.3 | nt | nt | -14.9%

# Bioassay records as filed in PubChem BioAssay.

# Only part of the results is shown. The share of hits here may be higher or lower than overall.
